All columns: NCI-60 one-dose screen, growth in % after 48 h at 10 µM unless noted; 100 = growth as untreated, 0 = no growth, -100 = all killed.
MCF7 = MCF7 breast cancer; AID 1794796; hit rate 6.3% among 82,000; active means growth percent below 10
An asterisk follows results filed as active; & = joins results of further samples; ! = not confirmed by another sample; [ ] = dose if it differs, or a comment. A portion of the library (hit frequency here may not be typical).

entry	Molecule	MCF7
1	O=c1c(-c2ccc3c(c2)OCO3)coc2c3c(ccc12)OCO3	-62*[100 µM]
2	O=C1NC(N2CCOCC2)=N/C1=C\c1ccccc1O	43&74[100 µM]
3	Cc1ccc(OCC2OC(n3cnc4nc(Cl)nc(Cl)c43)CC2Oc2ccc(C)cc2)cc1 (stereo unspecified)	-99*[100 µM]
4	Cc1cc(Br)cc(C)c1NC(=O)C(=O)Nn1c(=S)[nH]c2ccccc2c1=O	63&76[100 µM]
5	Cc1c(C#N)c(=N)oc2ccccc12	45&88[100 µM]
6	COc1cc(C)c2c(c1C=O)Oc1c(c(C)c(O)c3c1C(O)OC3=O)OC2=O (stereo unspecified)	1.5*![100 µM]
7	N#CC1(C#N)N[C@@H](c2ccsc2)[C@H]2C(=O)N(c3ccccc3)C(=O)[C@H]21	12&22[100 µM]
8	C/C(Cl)=N/OC(=O)Nc1ccc(S(N)(=O)=O)c(C)c1	-90*[100 µM]
9	O=C1CCCC(=O)N1n1c(Cc2ccccc2)n[nH]c1=O	82&79[100 µM]
10	O=c1c2ncn(C3CCCCO3)c2n(-c2ccccc2)c(=S)n1-c1ccccc1 (stereo unspecified)	61&44[100 µM]

Along the list, from the results shown:
MCF7 for entries 1 to 10 → -62*[100 µM], 43&74[100 µM], -99*[100 µM], 63&76[100 µM], 45&88[100 µM], 1.5*![100 µM], 12&22[100 µM], -90*[100 µM], 82&79[100 µM], 61&44[100 µM]

Rewritten field by field: entries from further up
[4] Cc1cc(Br)cc(C)c1NC(=O)C(=O)Nn1c(=S)[nH]c2ccccc2c1=O
  MCF7 = 63&76[100 µM]
[5] Cc1c(C#N)c(=N)oc2ccccc12
  MCF7 = 45&88[100 µM]
[6] COc1cc(C)c2c(c1C=O)Oc1c(c(C)c(O)c3c1C(O)OC3=O)OC2=O (stereo unspecified)
  MCF7 = 1.5*![100 µM]
[7] N#CC1(C#N)N[C@@H](c2ccsc2)[C@H]2C(=O)N(c3ccccc3)C(=O)[C@H]21
  MCF7 = 12&22[100 µM]

Continuation.
entry	Molecule	MCF7
11	CC1C2(C)OC(=N)C(C#N)(C(c3cccc([N+](=O)[O-])c3)O2)C1(C#N)C#N (stereo unspecified)	98[100 µM]
12	CCOC(=O)C1(C#N)OC(=O)c2cnccc21 (stereo unspecified)	97&105[100 µM]
13	CC1C2(C)OCC(C#N)(C(=N)O2)C1(C#N)C#N (stereo unspecified)	98[100 µM]
14	N/N=C(\C(=O)Nc1ccc(Cl)cc1Cl)C(c1cnc2ccccc2n1)[N+](=O)[O-] (stereo unspecified)	24&59[100 µM]
15	COc1cccc(N(CN2C(=O)CCC2C(=O)O)C(C)=O)c1 (stereo unspecified)	63&84[100 µM]
16	C=C(C)C1CC2(C)C(C)CC(OC(=O)/C(C)=C\C)CC2C(OC(=O)/C(C)=C\C)C1O (stereo unspecified)	-14*[100 µM]
17	CC1=C(Cl)C[C@@H](/C(C)=C\Cl)O[C@@]1(O)C(Br)Br	-77*![100 µM]
18	Cc1nc2c(=O)n3c4c(cccc4c2o1)CCC3	79&68[100 µM]
19	Clc1c(Cl)c(Cl)c2nn(C3CCCO3)nc2c1Cl (stereo unspecified)	-100*![100 µM]
20	COC(=O)C1=CO[C@@H](OC2OC(CO)C(O)C(O)C2O)[C@H]2[C@@H](C)[C@@H](O)[C@@H](O)[C@@H]12 (stereo partly specified)	92&95[100 µM]

An excerpt from above in order of SMILES length, highest first:
entry	Molecule	MCF7
14	N/N=C(\C(=O)Nc1ccc(Cl)cc1Cl)C(c1cnc2ccccc2n1)[N+](=O)[O-] (stereo unspecified)	24&59[100 µM]
15	COc1cccc(N(CN2C(=O)CCC2C(=O)O)C(C)=O)c1 (stereo unspecified)	63&84[100 µM]
18	Cc1nc2c(=O)n3c4c(cccc4c2o1)CCC3	79&68[100 µM]
12	CCOC(=O)C1(C#N)OC(=O)c2cnccc21 (stereo unspecified)	97&105[100 µM]

Following part:
entry	Molecule	MCF7
21	CCOC(=O)C1C(C(C)C)C2(C#N)C(=N)OC1(C)C2(C#N)C#N (stereo unspecified)	-41*[100 µM]
22	CC(=N/N=C/c1ccccn1)/C(C)=N/N=C(C)/C(C)=N/N=C(C)/C(C)=N/N=C(C)/C(C)=N\N=C\c1ccccn1	90&85[100 µM]
23	CCOC(=O)c1nc2cc(C(F)(F)F)ccc2nc1Nc1ccc(F)cc1	3.8*![100 µM]
24	O=Cc1ccc(-c2ccc(-c3ccc(CO)s3)o2)s1	-100*[100 µM]
25	Cc1ccc(C)c(NC(=O)/C(=N\N)C(c2cnc3ccc([N+](=O)[O-])cc3n2)[N+](=O)[O-])c1 (stereo unspecified)	9.6*![100 µM]
26	CC(C)n1c2c(c3ccccc3c1=O)C(=O)c1ccccc1-2	39&71[100 µM]
27	Cc1ccc(NC(=O)/C(Cc2cc(=O)oc3cc(O)ccc23)=N\NC(C)(C)C)cc1C	97&117[100 µM]
28	O=C(Cc1nc2ccc(C(=O)c3ccccc3)cc2[nH]c1=O)C(=O)Nc1ccc(Br)cc1	16&58[100 µM]
29	O=c1[nH]c(Nc2ccc(Cl)cc2)nc2nc[nH]c12	48&62[100 µM]
30	CCCOC(=O)c1cc(C(=CCC[C@H]2CC[C@@]3(C)[C@@H](CC[C@@H]4[C@@H]3CC[C@]3(C)[C@@H](C(C)CCCC(C)C)CC[C@@H]43)C2)c2cc(Cl)c(O)c(C(=O)OCCC)c2)cc(Cl)c1O (stereo partly specified)	120[50 µM]

New compounds follow
entry	Molecule	MCF7
31	CC(C)(C)N/N=C(/Cc1nc2c3c(ccc2[nH]c1=O)C(=O)c1ccccc1C3=O)C(=O)NC1=C(Cl)C(=O)c2ccccc2C1=O	-76*[100 µM]
32	CCC1CC(C)C(O)/C=C/C=C/CC(C)OC(=O)CC(O)C(OC)C1OC1OC(C)CC(O)(C(C)=O)C1O (stereo unspecified)	5.1*![100 µM]
33	COc1c(O)ccc(C2=Cc3ccc(O)cc3OC2)c1OC	-13*[100 µM]
34	COc1ccc(OC)c2c(Nc3ccc(S(=O)(=O)O)c4cc(S(=O)(=O)O)cc(S(=O)(=O)O)c34)cc(C)nc12	80&81[100 µM]
35	O=C(/C=C/c1ccccc1)OCC1=C[C@@H](O)[C@@H]2C=CO[C@@H](OC3OC(CO)C(O)C(O)C3O)[C@H]12 (stereo partly specified)	79&86[100 µM]
36	C=C1C(=O)OC2/C=C(\CO)CC/C=C(\CO)CC(OC(=O)C(C)C)C12 (stereo unspecified)	-70*[100 µM]
37	O=C(O)CCCC(=O)Nn1c(Cc2ccc(Cl)cc2)n[nH]c1=O	79&78[100 µM]
38	CC(=O)Oc1ccc2ccc(=O)oc2c1OC(C)=O	-65*[100 µM]
39	O=C(CCc1ccccc1)ON1C(=S)NC(c2ccccc2)(c2ccccc2)C1=S	5.8*[100 µM]
40	Cc1cc(O)c(C=O)c2c1C(=O)Oc1c(CO)c(O)c3c(c1O2)C(O)OC3=O (stereo unspecified)	94&76[100 µM]

Other structures follow:
entry	Molecule	MCF7
41	Cc1nc(C(N)=S)sc1C(=O)C/C(=N/N)C(=O)Nc1cccc(Cl)c1C	51&70[100 µM]
42	C[C@@H]1C[C@H]2OC(=O)[C@@]3(C)CCC[C@@](C)([C@@H]23)[C@@]1(O)CCc1ccoc1	25&47[100 µM]
43	COc1c(C)c(OC)c(C(=O)CC(C)C)c(OC)c1C	80&82[100 µM]
44	CC1(C)CC2(C)OC(=N)C1(C#N)C2(C#N)C#N (stereo unspecified)	-72*[100 µM]
45	O=C1/C(=C/c2ccccc2)N=C2Sc3c(nc[nH]c3=O)N12	26&35[100 µM]
